Source: PubChem BioAssay
Arrestin-AP2 inh = human beta-arrestin and AP2 interaction inhibition; inhibition, % at 10 µM; 0.31% of 340,000 active; FITC-arrestin peptide / GST-AP2 beads, flow cytometry; AP2 beta2 appendage carries R879A mutation;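 active = inhibition above a set limit, near 3 SD of compounds lacking own fluorescence, cut at about 54% in these data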;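 note: plate controls were DMSO wells for no effect and 5 µM unlabelled arrestin peptide for full effect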
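System: GST-tagged AP2 beta2-adaptin appendage (R879A) on 4 µm glutathione beads / Reagent: FITC-arrestin peptide, 50 nM / Detection: HyperCyt-sampled flow cytometry, FL1 channel, ex 488/em 535 nm / Timing: 12 min plus 1 h, RT / Buffer or medium: PBS plus Tween 20 (0.05%) and BSA (0.1%)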
NSD2 HMT inh = blocks human histone methyltransferase NSD2; NSD2 peptide methylation, AlphaScreen, 120 min; O96028; AID 743445; inhibition, % at 12.5 µM; 0.54% of 310,000 active; in the data active = inhibition above about 50%
Mot1-301 SUMO = SUMOylation pathway inhibition by Mot1-301 growth rescue; 1% of 320,000 active; S. cerevisiae Mot1-301 growth rescue, ATP luminescence, 38.5C; percent above DMSO median, 100 means doubled; growth rescue, % at 18.8 µM; AID 2716;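 active = every valid replicate shows activation above 250% relative to neutral control wells; inactive = the rest, any valid replicate at or below 250%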;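 note: OY570 slx delta 5 strain wells were the positive control but not used for scaling; some compounds called inactive have numbers as strong as hits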
dFosB act = mouse delta FosB homodimer activation | purified delta FosB, TAMRA-CDK5 oligo fluorescence polarization; percent of positive-control signal above neutral wells | activation, % at 25 µM | 0.99% of 340,000 active;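 active = mean activation above about 17%, with every replicate also reaching it, limit read from the data, passing the limit was not always enough; inconclusive = only one of the two conditions met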;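 note: fluorescence polarization rise as delta FosB binds a TAMRA Cdk5 AP-1 oligo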
Target sequence (P13346 whole entry, looked up): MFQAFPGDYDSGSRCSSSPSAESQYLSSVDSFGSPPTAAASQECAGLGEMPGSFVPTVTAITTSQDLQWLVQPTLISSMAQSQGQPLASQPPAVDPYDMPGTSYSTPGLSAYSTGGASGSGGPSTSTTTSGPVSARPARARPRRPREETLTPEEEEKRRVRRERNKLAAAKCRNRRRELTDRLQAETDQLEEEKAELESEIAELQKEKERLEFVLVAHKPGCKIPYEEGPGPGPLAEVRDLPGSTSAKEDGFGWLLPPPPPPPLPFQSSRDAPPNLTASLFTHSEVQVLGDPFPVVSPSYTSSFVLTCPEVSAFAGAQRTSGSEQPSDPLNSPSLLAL
PKA-R1A act = activators of PKA-R1A complex; 0.083% of 340,000 active; PKA-R1A dissociation, Cy5-IP20 fluorescence polarization; scaled: DMSO 0%, 113 µM cGMP 100%; AID 504707; activation, % at 11.4 µM; P00514+P68181;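 active = percent activation above the mean of all tested compounds plus 3 SD, cut at about 19% in these data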;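 note: higher means more PKAc released from R1A so a rise in polarization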
SR-BI uptake up = enhances SR-BI lipid uptake from DiI-HDL; CHO ldlA[mSR-BI] cells, DiI-HDL uptake fluorescence, 3 h; 100 = double the neutral-control signal; activation, % at 12.5 µM; 0.096% of 320,000 active;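 active = mean replicate activation of at least 60% and every replicate at or above 60%; inconclusive = mean or all-replicate condition met, but not both; inactive = mean below 60% and not all replicates reaching 60%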;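 note: 0% = median plate neutral-control signal and 100% = twice that signal; values of inactives mirror those of a sister screen read the other way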
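Material: SR-BI-overexpressing, LDLR-lacking CHO cells | Dosing: Single compound concentration, delivered by pin transfer | Probe or stimulus: Labelled HDL, 10 µg/mL | Signal: Bottom-read cell fluorescence after medium removal, ex 550/em 595 nm | Schedule: 3 h, 37 °C | Evaluation: HDL uptake via cellular fluorescence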
MITF act = activators of MITF-driven TRPM1 promoter activity in SK-MEL-5 cells; 0.75% of 300,000 active; SK-MEL-5 TRPM1-promoter luciferase, 24 h; % of positive control, neutral wells = 0; AID 588334; activation, % at 12.5 µM;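 active = mean activation of at least 80% with every replicate also reaching 80%; inconclusive = mean reaches 80% but some replicate falls short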;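 note: 0% = neutral control wells and 100% = parthenolide positive control wells; values of inactives mirror those of a sister screen read the other way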
CDK5 inh = inhibitors of human CDK5/p35 kinase; Recombinant CDK5/p35, ADP-Glo luminescence, 60 min; inhibition, % at 10 µM; 0.01% of 330,000 active; AID 488839;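 active = highest replicate inhibition of at least 50% and at least 75% of replicates reaching 50%; inconclusive = only one of the two criteria met; inactive = both criteria failed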;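 note: plate controls were DMSO neutral control for no effect and GW8510 at 10 µM for full effect; many of its hits are not listed in these tables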
PKA-R2B act = activates the human PKA-R2B holoenzyme complex; AID 504700; PKA-R2B holoenzyme dissociation, Cy5-IP20 fluorescence polarization; R2B truncated from residue 108, S112A mutant; 0% DMSO only, 100% 113 µM cGMP; 0.079% of 340,000 active; activation, % at 11.4 µM; P22694+P31323;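 active = activation above a cutoff set at the mean over all compounds plus 3 SD, cut at about 18% in these data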;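 note: higher means more holoenzyme dissociation and a rise in polarization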
DSG3 Ab inh = blocks pemphigus antibody binding to human desmoglein-3; P32926; DSG3-coupled beads, scFv-anti-DSG3-GFP binding, flow cytometry; active compounds read low; binding (percent of control), % at 10 µM; 0.48% of 310,000 active; AID 588358;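 active = binding more than 3 SD below its plate's average and above zero; inconclusive = below that plate limit but binding exactly zero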;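 note: hits lower antibody fragment binding to DSG3; some compounds called inactive have numbers as strong as hits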
SR-BI DiI inh = blocks mouse SR-BI lipid uptake from DiI-HDL. AID 488896. Q61009. 0.96% of 320,000 active. inhibition, % at 12.5 µM. ldlA[mSR-BI] CHO cells, DiI-HDL uptake fluorescence, 3 h;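 active = mean replicate inhibition of at least 70% and a set share of replicates each scoring 70 or more; inconclusive = meets just one of the two criteria; inactive = fails both criteria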;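 note: 0% = median of neutral control wells and 100% = median of positive control wells; values of inactives mirror those of a sister screen read the other way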
Target sequence (Q61009 whole entry, looked up): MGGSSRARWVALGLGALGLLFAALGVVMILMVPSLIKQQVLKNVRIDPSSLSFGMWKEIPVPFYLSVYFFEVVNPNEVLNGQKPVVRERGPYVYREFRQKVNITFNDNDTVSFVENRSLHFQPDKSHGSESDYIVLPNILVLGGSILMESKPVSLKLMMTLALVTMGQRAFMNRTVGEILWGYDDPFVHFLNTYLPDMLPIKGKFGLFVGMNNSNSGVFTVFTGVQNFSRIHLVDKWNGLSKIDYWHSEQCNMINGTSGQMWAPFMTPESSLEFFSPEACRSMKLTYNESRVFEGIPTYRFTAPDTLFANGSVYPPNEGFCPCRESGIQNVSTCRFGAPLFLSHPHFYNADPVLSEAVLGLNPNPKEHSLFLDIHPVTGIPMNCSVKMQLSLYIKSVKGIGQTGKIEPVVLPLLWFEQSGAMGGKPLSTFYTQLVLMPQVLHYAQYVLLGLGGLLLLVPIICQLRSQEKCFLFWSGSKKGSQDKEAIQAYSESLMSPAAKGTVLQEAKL
Active calls of the source: *; i = inactive; u = inconclusive; x = not tested or not shown.

SMILES	Arrestin-AP2 inh	NSD2 HMT inh	Mot1-301 SUMO	dFosB act	PKA-R1A act	SR-BI uptake up	MITF act	CDK5 inh	PKA-R2B act	DSG3 Ab inh	SR-BI DiI inh
COc1cc(OC)cc(C(=O)N[C@H](C(=O)Nc2cc(F)ccc2C)C(C)C)c1	27.2	-4.2	7.1	-7.2	-0.1	5.3	6.2	0.7	-3.5	99.3	-5.3
CC(C)NC(=O)CN(c1cccc(Br)c1)S(C)(=O)=O	38.4	-0.8	23.2	4.4	-3.8	26.5	4.2	-0.7	6.0	98.1	-26.6
COc1cccc(CC(=O)Nc2nc3ccccc3[nH]2)c1	41.9	-5.0	-2.1	-8.8	-3.2	-14.1	9.5	0.3	2.7	111.6	14.1
CC(C)(NC(=O)N1CCCC1)c1cccc(C(C)(C)NC(=O)N2CCCC2)c1	8.2	2.0	i	-0.7	-7.1	-3.4	-0.9	2.2	-6.2	102.7	3.4
O=C(Nc1cccc(Cl)c1)Nc1ccccc1C(=O)O	2.3	-2.1	1.5	-2.9	2.5	x	72.1	1.7	-2.8	91.5	x
O=C(NC(C(=O)c1ccccc1)n1cnccc1=O)c1ccccc1 (stereo not drawn)	14.2	2.0	-16.8	-1.2	-6.3	x	7.9	0.0	0.1	x	x
Oc1ccc(/C=N/N2CCCCC2)c(O)c1O	16.7	21.4	-2.4	-4.6	2.5	37.2	-6.9	3.4	12.0	113.6	-37.2
C/C(CC(=O)Nc1ccc(Cl)cc1C(F)(F)F)=N\NC(=O)c1cccs1	5.7	-2.3	8.6	-5.0	-2.3	-20.8	-7.0	-1.2	3.4	x	20.8
O=C1OC(c2ccccc2)=N/C1=C\N1CCCCC1	9.8	x	-3.8	-0.5	-6.0	-4.4	85.6*	-8.6	-1.9	101.3	4.4
CC1CCCN(C(=O)Cn2nnc(-c3cccnc3)n2)C1 (stereo not drawn)	-6.8	-1.4	-12.2	-1.2	1.6	38.1	x	1.7	5.6	x	-38.1
COC(=O)c1c(C)[nH]c(C(=O)OCC(=O)c2ccc(C)s2)c1C	-1.0	-1.2	12.8	-14.9	5.0	-16.7	89.0*	2.3	-11.6	115.2	16.7
COc1ccc(NC(=S)NCCc2ccccc2)c(OC)c1	1.1	3.7	-1.5	-4.9	-3.1	-25.1	5.6	-0.3	-0.6	99.8	25.1
COC(=O)c1ccc2c(=O)[nH]c(COC(=O)c3c(-c4ccccc4Cl)noc3C)nc2c1	3.3	-0.4	-12.6	-11.8	-1.3	-27.0	-10.4	-1.4	4.1	102.4	27.0
COCCCn1c(Cc2csc(Nc3cccc(Cl)c3)n2)nnc1SCC(=O)OC1CCCCC1	-2.6	2.0	14.0	-15.9	1.7	-16.6	3.4	2.2	0.8	104.1	16.6
CC1CCC(NC(=O)Cn2cnc3sccc3c2=O)CC1 (stereo not drawn)	-1.3	-4.5	-16.2	4.4	-7.1	28.5	6.0	0.3	-5.3	105.4	-28.5
Cc1ccc(-c2noc(C3CCN(S(=O)(=O)c4ccc5c(c4)OCCO5)CC3)n2)o1	38.1	x	5.4	0.1	7.0	-9.1	-11.2	-0.3	-2.9	99.3	9.1
CN(CC(=O)Nc1ccccc1Cl)C(=O)COC(=O)c1ccc(=O)n(Cc2ccccc2)n1	23.0	-0.8	15.9	-7.4	0.9	-10.3	4.8	-0.3	12.9	100.1	10.3
Cc1noc(C)c1S(=O)(=O)Nc1ccc(O)c2c(=O)cc(-c3ccccc3Cl)oc12	10.0	x	10.4	-4.5	2.7	-7.1	4.9	0.1	-4.9	101.7	-5.6
O=C(COc1ccc(-n2cnnn2)cc1)Nc1ccc(F)c(Cl)c1	-5.9	0.2	11.3	2.3	-2.7	-29.4	8.7	0.0	-10.7	x	29.4
CNC(=S)NCc1ccc(Cl)cc1	-9.5	-0.5	8.5	-5.0	-4.9	13.9	6.5	-0.3	-0.2	74.7	-13.9
CCCC(C(=O)NC1CCCC1)N(C(=O)Cn1nnc(-c2ccc(C)o2)n1)c1ccccc1F (stereo not drawn)	-0.1	0.9	x	-6.9	-12.5	x	-2.8	-0.7	-3.8	x	x
O=C(CC1(O)C(=O)N(CN2CCOCC2)c2ccccc21)c1ccccc1 (stereo not drawn)	5.4	-1.1	76.8	3.2	-0.4	x	1.8	-0.2	10.0	x	-3.3
CCn1cc(C(=O)NN)c(=O)c2cc(F)c(N3CCCCC3)cc21	40.1	x	x	5.4	5.5	31.8	5.3	0.4	2.0	91.4	-31.8
Nc1cccc(/C=C/C(=O)O)c1	19.7	5.5	-25.0	1.8	-20.3	x	1.0	-4.3	-11.6	93.6	x
COc1ccccc1NS(=O)(=O)c1cccc(C(=O)N/N=C/c2ccc(OCC(=O)O)cc2)c1	32.0	0.1	184.1	-1.2	-9.8	3.4	2.2	-4.4	-0.5	97.8	-3.4
New compounds follow:
SMILES	Arrestin-AP2 inh	NSD2 HMT inh	Mot1-301 SUMO	dFosB act	PKA-R1A act	SR-BI uptake up	MITF act	CDK5 inh	PKA-R2B act	DSG3 Ab inh	SR-BI DiI inh
Cc1ccc(S(=O)(=O)N(C)CC(=O)NC2CCCC2)cc1	-2.3	1.1	1.8	-0.1	1.0	10.6	-9.0	0.9	-11.4	98.2	-10.6
Cc1cc(C)c(NC(=O)C2CCC(=O)N2)c(C)c1 (stereo not drawn)	1.4	-3.5	-4.1	-9.3	-3.6	x	5.1	-1.1	1.5	101.0	x
Cc1cc(C)c2c3c(sc2n1)C1(CCSCC1)C(C#N)=C(N)O3	-2.5	0.7	-0.6	-7.4	-11.7	1.7	2.0	0.4	2.0	99.8	-1.7
COc1ccc(NS(=O)(=O)c2cccc(C(=O)NNC(=O)c3cncc(Br)c3)c2)cc1	23.9	1.6	-14.6	-6.9	-0.2	6.5	4.3	0.8	-7.2	103.0	-6.5
CCCCn1nc2cc(C(=O)N[C@H](C)C3CCCCC3)ccc2c1OCC	-2.3	x	7.2	-0.5	11.2	-20.0	3.3	1.5	-8.2	105.5	19.9
O=C(CCc1ccccc1)Nc1ncc([N+](=O)[O-])s1	-14.6	-3.9	32.5	-0.2	0.5	-4.6	75.0	-0.8	-0.7	105.4	4.6
O=C(CSc1ccc(-c2cccnc2)nn1)c1ccc([N+](=O)[O-])cc1	35.3	4.9	178.4	-4.4	-11.9	x	11.7	1.9	-15.8	89.6	x
Clc1ccc(-c2csc(Nc3cccnc3)n2)cc1	7.5	-1.1	72.7	-3.2	1.1	-43.7	11.2	-0.3	0.3	103.5	43.7
O=C1CSC(c2ccc([N+](=O)[O-])cc2)N1CCN1CCCCC1 (stereo not drawn)	-7.8	-3.3	x	-0.4	-2.3	-4.4	7.3	0.3	-2.6	97.3	4.4
O=C(COC(=O)c1cc2ccccc2cc1O)Nc1cccnc1Cl	-2.4	7.4	18.0	-9.2	-7.1	8.1	-12.3	1.5	0.8	98.1	-8.1
COC(=O)c1ccc(C)c(NC(=O)C2COc3ccccc3O2)c1 (stereo not drawn)	1.9	-2.1	-16.6	-7.8	11.2	-18.2	x	-1.8	7.3	x	18.2
O=C(CSc1nn(-c2ccccc2)c(=S)s1)NC(=O)NCc1ccco1	-7.1	-1.4	-11.8	u	12.5	-7.8	-5.9	0.3	7.1	97.2	7.8
Fc1cc(Cl)ccc1NC(=S)NCCN1CCOCC1	9.3	-1.1	-0.1	-8.8	6.3	2.1	-9.1	1.3	-4.5	107.0	-2.1
CCOc1ccc(-c2ccc(SCC(=O)NC3CCCCC3)nn2)cc1	32.5	-1.4	-2.8	-4.0	-5.1	-37.8	94.5*	-1.1	-12.0	84.5	37.8
CCN1CCc2c(sc(NC(=O)c3ccc(S(=O)(=O)N4CCCC4)cc3)c2C(=O)NC)C1	23.5	3.6	21.2	-27.0	1.8	1.9	-71.9	0.1	1.6	109.7	-1.9
CCOC(=O)c1c(C)nc(C(Cl)(Cl)Cl)nc1N	39.6	7.5	-12.6	2.3	1.6	14.0	15.4	-1.0	0.5	x	-14.0
CCC(=O)N1CCc2cc(Br)cc(S(=O)(=O)NCC3CCCO3)c21 (stereo not drawn)	34.8	x	-33.5	-11.4	2.4	24.2	-6.8	0.2	4.0	101.8	-24.2
CCOc1ccc(CCNC(=O)COC(=O)c2ccc(Br)o2)cc1OCC	-4.2	-6.3	1.4	-11.7	11.6	4.0	2.7	-0.5	-4.7	96.8	-4.0
CCOC(=O)c1[nH]c2ccc(OC)cc2c1NC(C)=O	-5.1	1.1	-20.3	-2.1	0.6	27.6	-3.5	0.1	-5.4	102.3	-27.6
COc1cccc(CN2CCNC(=O)C2CC(=O)NCC2CCOCC2)c1 (stereo not drawn)	8.0	22.6	x	-12.6	3.4	8.4	2.1	0.4	-5.3	105.6	-8.4
COc1ccc(C(=O)Nc2ccccc2N2CCCCC2)cc1[N+](=O)[O-]	2.1	1.6	-11.5	0.1	1.6	-77.5	7.9	0.4	-4.2	100.8	77.5*
COc1ccc(S(=O)(=O)NCCc2nnc3ccc(SCC(=O)Nc4cc(C)on4)nn23)cc1	3.3	-3.2	6.6	-5.6	-3.5	28.8	11.2	0.0	1.9	85.9	-28.8
Cc1ccc(-n2c(N)c(Br)c(=O)[nH]c2=O)cc1C	-13.7	21.6	-25.8	-5.0	-0.6	25.0	-3.4	-1.0	1.6	108.9	-25.0
COc1ccc(-c2cc(C(=O)Nc3c(C)nn(Cc4ccccc4)c3C)no2)cc1	14.8	-0.2	0.2	1.8	-6.9	-76.3	1.5	-3.0	-7.4	87.6	76.3*
COC(=O)C(C)NC(=O)C(C)NC(=O)OCc1ccccc1 (stereo not drawn)	29.9	-0.3	-11.1	4.6	-1.7	12.5	-7.1	0.5	-3.8	104.3	-12.5
O=C(CCc1ccc(S(=O)(=O)NCCc2ccccc2)cc1)Nc1ccc2c(c1)OCCO2	1.1	-1.8	366.6	-8.7	10.7	-11.1	-0.4	1.6	-2.9	102.7	11.1
Fc1ccc(-c2oncc2-c2nnnn2-c2ccccc2)cc1F	3.0	1.2	2.4	-1.9	-7.5	0.2	x	-0.1	-5.3	102.3	-0.2
CCC(NC(=O)c1cc(COc2cncc(Cl)c2)on1)c1ccncc1 (stereo not drawn)	-1.1	-2.7	-18.3	-4.5	13.4	18.9	-1.1	-0.3	4.5	x	-18.9
